# hgDAF-12 ag – hgDAF-12 agonism, primary luciferase screen; AID 687014; HEK293 GAL4-hgDAF12 UAS-luciferase reporter, agonist luminescence; normalized to butyrate control; activation, % at 6.8 µM; hit rate 1.8% among 370,000;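 active = activation above a cutoff set at the mean of all screened compounds plus 3 SD, cut at about 10% in these data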;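 note: 0% = DMSO wells and 100% = sodium butyrate wells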
# DAX1 inh-1 – inhibitors of human orphan nuclear receptor DAX1 (NR0B1); hit rate 0.99% among 340,000; HEK293 Gal4-DAX1 luciferase reporter, luminescence; inhibition, % at 6.75 µM; AID 504766;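 active = inhibition above the mean over all tested compounds plus 3 SD, cut at about 4.2% in these data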;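 note: 0% = DAX1-transfected cells with DMSO and 100% = empty-vector control cells with DMSO; inhibition shows as a rise in luminescence from relieved DAX1 repression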
# Target sequence (P51843 207-470 limits assumed): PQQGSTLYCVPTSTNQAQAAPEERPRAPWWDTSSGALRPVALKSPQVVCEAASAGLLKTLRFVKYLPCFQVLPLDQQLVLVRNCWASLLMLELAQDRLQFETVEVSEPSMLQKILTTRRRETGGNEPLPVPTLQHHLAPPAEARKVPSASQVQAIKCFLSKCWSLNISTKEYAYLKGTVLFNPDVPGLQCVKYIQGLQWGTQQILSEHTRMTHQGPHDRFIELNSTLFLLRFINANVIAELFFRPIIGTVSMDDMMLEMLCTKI
# ssDAF12 agonist – S. stercoralis DAF-12 activation, primary screen. HEK293 ssDAF-12/GRIP1 lit1-tk-luc reporter, luminescence; % of 3 µM dafachronic acid response. activation, % at 6.8 µM. hit rate 1% among 370,000. AID 652126;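 active = activation above the mean over all tested compounds plus 3 SD, cut at about 0.9% in these data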;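 note: 0% = DMSO-only wells and 100% = 3 µM delta7-dafachronic acid wells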
# DAX1 inh-2 – DAX1 (NR0B1) inhibition, primary screen | AID 652010 | hit rate 1.1% among 370,000 | HEK293T StAR-luciferase reporter, SF-1/DAX-1 repression relief | inhibition, % at 6.8 µM;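 active = inhibition above the mean over all tested compounds plus 3 SD, cut at about 3.6% in these data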;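 note: 0% = DAX-1 cells with DMSO and 100% = cells lacking DAX-1 with DMSO; higher inhibition means more luminescence from relief of DAX-1 repression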
# SMARCA2 act – increases SMARCA2 function in MMTV reporter cells. AID 652017. MG213 cells, MMTV-luciferase reporter, dexamethasone, overnight. activation, % at 9.1 µM. hit rate 1% among 370,000; in the data active = activation above about 7.8%;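 note: 0% = vehicle wells and 100% = reference activator wells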
# PG9 binder – binds the HIV-1 gp120 antibody PG9. TR-FRET gp120-PG9 antibody binding. inhibition, % at 6.7 µM. hit rate 0.43% among 360,000. AID 624416; in the data active = inhibition above about 8.5%
# FXN GAA850 act – increases GAA850 frataxin promoter reporter activity; HEK293 lucGAA850 FXN promoter luciferase reporter, 24 h; percent of 10 µM SAHA response; hit rate 0.56% among 360,000; activation, % at 6 µM;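 active = activation above the average of all compounds screened plus 3 SD, cutoff fixed separately per campaign, cut at about 7.5% in these data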;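 note: 0% = DMSO wells and 100% = 10 µM SAHA wells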
# hcDAF12 agonist – H. contortus DAF-12 activation, primary screen; activation, % at 6.8 µM; AID 652067; hit rate 1.4% among 370,000; HEK293 hcDAF-12 lit1-tk-luc reporter, luminescence; 0% DMSO, 100% Δ7-dafachronic acid;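 active = activation above the mean of all tested compounds plus 3 SD, cut at about 5.5% in these data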;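 note: 100% = response to 3 µM Δ7-dafachronic acid high control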
# Rev-erbA mod – modulators of human Rev-erb alpha DNA binding; P20393; Rev-erbα–FITC-DNA binding, fluorescence polarization, 90 min; activity, % at 10 µM; hit rate 0.79% among 370,000;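 active = activity above about 14%, limit read from the data; passing the limit was not always enough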;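 note: 0% = DMSO wells with 35 nM protein and 100% = DMSO wells with 750 nM protein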
# Target sequence (P20393 whole entry, looked up): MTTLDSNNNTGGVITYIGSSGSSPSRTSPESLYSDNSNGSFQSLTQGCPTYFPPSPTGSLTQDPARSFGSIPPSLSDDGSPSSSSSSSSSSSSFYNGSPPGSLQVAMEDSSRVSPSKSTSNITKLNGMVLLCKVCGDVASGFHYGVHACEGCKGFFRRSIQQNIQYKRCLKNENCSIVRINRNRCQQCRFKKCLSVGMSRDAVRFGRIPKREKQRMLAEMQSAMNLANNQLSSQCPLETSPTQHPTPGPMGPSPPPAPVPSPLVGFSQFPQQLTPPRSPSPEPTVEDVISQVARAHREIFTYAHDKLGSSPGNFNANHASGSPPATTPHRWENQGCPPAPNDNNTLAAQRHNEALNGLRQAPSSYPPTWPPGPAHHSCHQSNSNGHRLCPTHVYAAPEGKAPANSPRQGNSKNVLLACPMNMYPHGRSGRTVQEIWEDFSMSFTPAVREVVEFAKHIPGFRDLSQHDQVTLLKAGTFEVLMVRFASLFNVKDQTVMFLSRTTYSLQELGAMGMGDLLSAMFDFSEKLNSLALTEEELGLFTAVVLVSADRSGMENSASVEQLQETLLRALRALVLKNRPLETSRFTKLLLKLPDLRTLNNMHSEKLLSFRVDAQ
# HGIII-sPLA2 inh – Blocks human group III sPLA2 activity; Q9NZ20; QFRET BODIPY PC-A2 liposome hydrolysis, fluorescence; inhibition, % at 12.2 µM; hit rate 0.56% among 370,000;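 active = inhibition above mean plus 3 SD of compounds lying within the high and low control bounds, cut at about 19% in these data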;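 note: 0% = median of test compound wells and 100% = no enzyme DMSO wells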
# PLCb3 inh – blocks human PLC-beta3 enzyme activity; hit rate 0.18% among 370,000; Purified PLC-beta3, fluorogenic substrate, fluorescence; AID 720704; Q01970; inhibition, % at 12.2 µM; in the data active = inhibition above about 11%;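 note: 0% = median of compound wells on plate and 100% = full blocker control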
# An asterisk follows results filed as active; i = inactive; . = not tested or not shown.
No.	Compound	DAX1 inh-1	SMARCA2 act	hcDAF12 agonist	PLCb3 inh	Rev-erbA mod	hgDAF-12 ag
1	CC(C)C(=O)NC(NC(=S)Nc1cccc2cccnc12)C(Cl)(Cl)Cl (stereo not drawn)	-0.4	-3	-2.4	1	-1	-2.1
2	Cc1cccc(NC(=O)c2ccc(S(=O)(=O)N3CCOCC3)cc2)n1	3.3	-3	0.9	6	1	-0.6
3	CCCCN1C(=O)C(C(=O)OCC)CC2=C1CCCC2=O (stereo not drawn)	-0.3	-4	-0.8	-2	-2	-0.9
4	CC1(C)Cc2c(sc3ncnc(NN)c23)CO1	0.5	-1	-0.3	-7	1	0.1
5	CC(C)c1ccc(OCC(=O)N(Cc2ccco2)C2CCS(=O)(=O)C2)cc1 (stereo not drawn)	-0.4	-1	-0.3	0	-1	7.2
6	CCOc1ccc(CC(=O)NCC(=O)NCc2cc(=O)n(C)c(=O)n2C)cc1	0.3	-1	-0.5	-17	1	-1.8
7	COc1ccc(NC(=O)CSc2nnc(Cn3cnc4ccccc43)n2C)cc1	0.9	1	-1.9	2	-1	-0.2
8	COc1ccc(CNC(=O)c2ccc(C(C)C)cc2)cc1	1.6	11*	3.6	3	-4	18*
9	Cc1ccc(S(=O)(=O)N2CCCCC2)cc1NC(=O)c1ccncc1	1.9	-1	-2.8	-2	3	2.2
10	CCOC(=O)c1cnc(SCCN2CCOCC2)nc1N	0.9	2	-0.8	2	-3	2.3
11	COC(=O)CSc1nnc(CNS(=O)(=O)c2ccc(Br)cc2)n1C	0.0	-1	-1.8	4	-1	-2.3
12	CCOc1ccc(C(=O)NCCN2CCCCC2)c(OCC)c1	-1.3	-1	-1.2	-6	7	0.7

No.	DAX1 inh-2	ssDAF12 agonist	PG9 binder	FXN GAA850 act	HGIII-sPLA2 inh
1	-1.0	-0.8	0.4	-0.1	-4
2	-0.3	-0.5	-1.0	0.2	-6
3	-1.2	-0.8	-1.0	-3.8	-3
4	-0.3	-1.6	-0.7	4.2	2
5	-1.2	-1.2	0.0	-0.6	-10
6	0.0	-0.9	1.4	2.2	6
7	-0.2	-0.7	1.1	-2.6	1
8	6.8*	-0.5	0.1	3.6	-9
9	0.2	-0.7	0.6	2.0	1
10	0.4	-1.3	-0.6	4.2	0
11	0.3	-0.7	-0.7	2.5	4
12	-0.2	-1.1	-2.6	0.1	0

# Carrying on:
No.	Compound	DAX1 inh-1	SMARCA2 act	hcDAF12 agonist	PLCb3 inh	Rev-erbA mod	hgDAF-12 ag
13	CCN(C(=O)COC(=O)Cc1c(F)cccc1Cl)c1c(N)n(Cc2ccccc2)c(=O)[nH]c1=O	0.1	0	-1.0	-6	-12	-1.0
14	O=C(Cn1nc2n(c1=O)-c1ccccc1SC2)N/N=C/c1cccnc1	2.2	2	-3.0	-7	0	-2.3
15	COc1ccc(NC(=O)N2CCCC2C(=O)NC2CCCC2)cc1 (stereo not drawn)	0.3	1	-1.0	-3	-3	-0.5
16	C1CSC2(N1)C1CC3CC2CC(C1)C31NCCS1 (stereo not drawn)	-0.1	1	-1.0	2	3	3.1
17	Cc1cccc(N(C)C(=O)CCS(=O)(=O)c2cccc3nonc23)c1	0.0	0	-2.0	-1	3	-0.6
18	COc1ccc(CNC(=O)C(=O)NCC2OCCN2S(=O)(=O)c2ccc(OC)c(OC)c2)cc1 (stereo not drawn)	-0.2	-1	-2.2	-6	3	-0.4
19	COc1cc(C(=O)N/N=C/c2cc([N+](=O)[O-])cs2)cc(OC)c1OC	0.8	0	-1.5	2	3	-3.9
20	COc1ccc(NC(=O)CON=CC(=O)Nc2ccc(C)cc2)c(OC)c1	0.0	-2	-1.1	-4	2	-1.1
21	COc1ccc(CCCC(=O)NCc2ccccc2)cc1C	-0.8	-3	-1.8	-1	-5	-1.7
22	Cc1nn(-c2ccccc2)c(N2CCCC2)c1/C=N/NC(=O)c1cc(-c2cccnc2)nc2ccccc12	-2.1	-1	-3.7	-5	-3	-2.6
23	CC1CCN(c2ccc(C(=O)O)cc2NS(=O)(=O)c2ccc(Br)s2)CC1	.	1	0.7	1	-4	-3.4
24	NC(=O)c1ccc(NC(=O)Cc2csc(-c3ccccc3)n2)cc1	1.4	0	-0.3	-7	10	-3.4

No.	DAX1 inh-2	ssDAF12 agonist	PG9 binder	FXN GAA850 act	HGIII-sPLA2 inh
13	0.2	-1.4	-1.0	-0.7	-5
14	-0.2	-1.2	-1.4	-0.6	-5
15	-0.2	-1.1	-0.7	-0.2	-1
16	0.8	-0.6	-1.1	3.0	0
17	-1.0	-1.2	-0.3	-0.3	-2
18	-2.5	-0.9	-1.6	-0.6	9
19	-1.1	-0.7	-1.5	-2.2	2
20	0.3	-1.1	-0.4	0.9	9
21	-1.2	-0.8	-1.0	0.0	2
22	-1.8	-1.2	-2.4	-4.2	-1
23	-1.2	-1.7	.	.	-18
24	0.3	-0.9	-0.8	-0.5	-6

# (list continues)
No.	Compound	DAX1 inh-1	SMARCA2 act	hcDAF12 agonist	PLCb3 inh	Rev-erbA mod	hgDAF-12 ag
25	COc1ccccc1N1C(=O)C2C(C(=O)c3ccccc3)=NN(c3ccc(C)cc3)C2C1=O (stereo not drawn)	.	-1	0.9	-55	0	-1.2
26	CCOc1cc(N2CCOCC2)c(OCC)cc1NC(=O)COC(=O)c1cc2ccccc2cc1O	0.3	0	-1.8	-13	2	1.6
27	COc1ccc(Cn2cc(COC(=O)Nc3ccc(F)cc3)nn2)cc1	.	-4	-2.1	1	-2	0.5
28	CSc1ccc(/C=C(\NC(=O)c2ccccc2)C(=O)NCCN2CCOCC2)cc1	5.2*	-2	-0.8	-18	-3	-0.2
29	CC1Cc2ccccc2N1C(=O)COC(=O)c1cccc(Br)c1 (stereo not drawn)	0.3	-3	-2.1	-2	0	1.8
30	COc1cc(C2=NOC(C(=O)NCc3ccccn3)C2)cc(OC)c1OC (stereo not drawn)	-0.5	1	-2.3	1	-1	-2.0
31	O=C(c1cnsn1)N1CCC(CO)(Cc2cccc(F)c2)CC1	1.6	2	2.7	-6	0	15*
32	Cc1sc2c(c1C)c(=O)n(-c1ccc(Cl)cc1)c(=O)n2Cc1cc(=O)n2ccccc2n1	-0.2	0	0.1	-4	37*	0.0
33	COc1ccc(OCC(=O)Nc2c(C(=O)N3CCC(N4CCCCC4)CC3)oc3ccccc23)cc1	0.3	4	-1.0	-5	2	-0.1
34	C=CCn1c(CNC(=O)c2ccccc2F)nnc1SCc1nc2ccccc2c(=O)[nH]1	-2.7	-1	-1.1	2	-5	0.4
35	O=C(Nc1ccc2c(c1)CCC2)c1ccccc1F	2.2	8	15*	3	2	20*
36	COc1ccc(-c2cc(C)no2)cc1S(=O)(=O)N1CCN(c2ccccn2)CC1	0.2	0	-2.0	0	-3	-0.3

No.	DAX1 inh-2	ssDAF12 agonist	PG9 binder	FXN GAA850 act	HGIII-sPLA2 inh
25	0.2	-1.6	1.6	-1.6	-4
26	-0.1	-0.8	-3.1	0.0	1
27	-0.2	-1.1	.	.	-8
28	-0.1	-0.6	-1.6	-0.3	-2
29	-1.1	-1.2	-0.7	1.8	6
30	-0.6	-0.7	0.2	-0.4	4
31	1.6	0.2	2.0	6.6	-5
32	-0.1	0.0	-0.9	0.3	6
33	0.4	-0.6	-1.0	0.7	-6
34	0.4	-1.5	-0.9	0.9	2
35	6.7*	0.7	-0.9	4.6	-2
36	1.5	-1.4	0.5	-0.3	4

# The results go on:
No.	Compound	DAX1 inh-1	SMARCA2 act	hcDAF12 agonist	PLCb3 inh	Rev-erbA mod	hgDAF-12 ag
37	Fc1ccccc1C(c1nnnn1Cc1ccc2c(c1)OCO2)N1CCN(Cc2ccco2)CC1 (stereo not drawn)	1.4	-1	-1.5	4	-6	-1.0
38	Cc1c(Nc2nc(-c3cccc([N+](=O)[O-])c3)cs2)c(=O)n(-c2ccccc2)n1C	0.1	-4	1.0	-2	1	-3.1
39	CC1CN=C2C(C(=O)Nc3ccccc3)=C(O)CC(c3ccccc3)N21 (stereo not drawn)	-0.9	-2	0.2	2	7	-1.6
40	O=c1cc(-c2ccccc2)c2ccc(O)cc2o1	1.1	-1	-0.1	i	6	1.0

No.	DAX1 inh-2	ssDAF12 agonist	PG9 binder	FXN GAA850 act	HGIII-sPLA2 inh
37	-1.3	-1.4	-0.4	-2.6	-9
38	0.0	-1.2	-1.2	3.1	8
39	0.1	-1.0	-0.5	-1.8	-2
40	-0.1	-1.5	1.8	1.9	-22

# Molecules shown so far containing an aryl thioether with sulfur outside any ring:
No.	Compound	DAX1 inh-1	SMARCA2 act	hcDAF12 agonist	PLCb3 inh	Rev-erbA mod	hgDAF-12 ag
7	COc1ccc(NC(=O)CSc2nnc(Cn3cnc4ccccc43)n2C)cc1	0.9	1	-1.9	2	-1	-0.2
10	CCOC(=O)c1cnc(SCCN2CCOCC2)nc1N	0.9	2	-0.8	2	-3	2.3
11	COC(=O)CSc1nnc(CNS(=O)(=O)c2ccc(Br)cc2)n1C	0.0	-1	-1.8	4	-1	-2.3
28	CSc1ccc(/C=C(\NC(=O)c2ccccc2)C(=O)NCCN2CCOCC2)cc1	5.2*	-2	-0.8	-18	-3	-0.2
34	C=CCn1c(CNC(=O)c2ccccc2F)nnc1SCc1nc2ccccc2c(=O)[nH]1	-2.7	-1	-1.1	2	-5	0.4

No.	DAX1 inh-2	ssDAF12 agonist	PG9 binder	FXN GAA850 act	HGIII-sPLA2 inh
7	-0.2	-0.7	1.1	-2.6	1
10	0.4	-1.3	-0.6	4.2	0
11	0.3	-0.7	-0.7	2.5	4
28	-0.1	-0.6	-1.6	-0.3	-2
34	0.4	-1.5	-0.9	0.9	2
